From PubChem
Growth percent in the NCI-60 one-dose screen (48 h, 10 µM unless noted): 100 = growth as untreated, 0 = no growth, -100 = all killed.
TK-10: TK-10 renal cancer cells; 3.9% of 81,000 active
ACHN: ACHN renal cancer; 4.9% of 81,000 active
A498: A498 renal cancer cells. AID 1794774. 5.4% of 76,000 active
786-0: 786-0 renal cancer cells | 5.1% of 81,000 active | AID 1794775
RXF 393: RXF 393 renal cancer cells. 6.9% of 77,000 active. AID 1794773
CAKI-1: CAKI-1 renal cancer; AID 1794772; 4.7% of 75,000 active
UO-31: UO-31 renal cancer; 5.2% of 81,000 active
SN12C: SN12C renal cancer cells; 3.8% of 81,000 active; AID 1794767
* marks the source's active call; other numbers are inactive results; nt = no result given; & = joins results of further samples; [ ] = another dose, or the depositor's remark. The calls were made as follows: active = growth percent below 10; inactive = the rest.

structure	TK-10	ACHN	CAKI-1	786-0	SN12C	A498	UO-31	RXF 393
CSc1ccc(OCc2nc3ccccc3n2-c2cccc(NC(C)=O)c2)cc1	103&114	109&79	106&61	102&109	107&97	135&95	87&55	105&75
O=C(O)CC1CCc2ccccc21 (configuration not stated)	103	107	121	101	108	110	94	114
O=C1c2cccc3c(-c4ccccc4)ccc(c23)C(=O)N1c1nc2ccccc2s1	136	80	89	103	83	113	63	99
COc1ccc(/C=N/Nc2ncnc3sc4c(c23)CCN(Cc2ccccc2)C4)cc1	87	46	57	80	61	81	50	74
CC1(C)CC[C@]2(C(=O)N3CCCNCC3)CC[C@]3(C)C(=CC[C@@H]4[C@@]5(C)C/C(=C\c6cccnc6)C(=O)C(C)(C)[C@@H]5CC[C@]43C)[C@H]2C1	102	108	98	96	98	117	84	95
COc1ccc(-n2ncc3c4[nH]c(=O)c(S(=O)(=O)c5ccccc5)cc4ccc32)cc1	125	111	96	97	97	82	88	95
CCC(C)(C)N(CC(=O)O)CC(=O)O	101	110	90	99	96	90	94	105
COc1ccc(C(=O)CNc2ccc(-n3c(C)nc4c(cnn4-c4ccccc4)c3=O)cc2)cc1	96	89	88	98	82	99	nt	102
COc1ccc(C(=O)c2sc3sc(C(=O)c4ccc(OC)cc4)c(N)c3c2N)cc1	112	102	91	101	106	90	103	92
OC1(c2ccc(Cl)cc2)CCCCC1	115	111	90	nt	113	nt	89	129
Fc1cccc(COc2cccnc2NC(=S)NCc2ccccc2)c1	98	104	84	104	92	93	92	103
O=C(c1ccc(-c2ccccc2)cc1)c1ccc(-c2ccccc2)cc1	98	102	94	105	98	116	103	114

3 consecutive records out of the list so far:
structure	TK-10	ACHN	CAKI-1	786-0	SN12C	A498	UO-31	RXF 393
CSc1ccc(OCc2nc3ccccc3n2-c2cccc(NC(C)=O)c2)cc1	103&114	109&79	106&61	102&109	107&97	135&95	87&55	105&75
O=C(O)CC1CCc2ccccc21 (configuration not stated)	103	107	121	101	108	110	94	114
O=C1c2cccc3c(-c4ccccc4)ccc(c23)C(=O)N1c1nc2ccccc2s1	136	80	89	103	83	113	63	99

The listing picks up with the four entries that preceded the break.
structure	TK-10	ACHN	CAKI-1	786-0	SN12C	A498	UO-31	RXF 393
COc1ccc(C(=O)c2sc3sc(C(=O)c4ccc(OC)cc4)c(N)c3c2N)cc1	112	102	91	101	106	90	103	92
OC1(c2ccc(Cl)cc2)CCCCC1	115	111	90	nt	113	nt	89	129
Fc1cccc(COc2cccnc2NC(=S)NCc2ccccc2)c1	98	104	84	104	92	93	92	103
O=C(c1ccc(-c2ccccc2)cc1)c1ccc(-c2ccccc2)cc1	98	102	94	105	98	116	103	114
O=C(Cn1cc(CO)nn1)Nc1nc(-c2ccccc2)cs1	100	109	95	97	102	81	88	114
COc1ccc(/C=c2\c(=O)n(-c3ccccc3)c3nnc(NO)n23)cc1	124	98	92	105	96	89	68	105
COC(=O)c1cc(=O)c2c(ccc3oc(=O)ccc32)[nH]1	105	102	109	104	105	126	85	109
O=C1NC(=C(Cl)Cl)/C(=N/S(=O)(=O)N2CC(C(=O)O)C2)N1	118	104	98	110	101	nt	88	124
CCCCCCNC(=O)Oc1ccc(/C(=C(/C)Cc2ccc(OC)cc2)c2ccc(OCCN3CCCCC3)cc2)cc1	90	99	nt	79	80	nt	59	84
Cc1ccc2nc3c4ccccc4c4ccccc4c3nc2c1	150	82	77	96	104	120	66	99
CCOc1ccc(-n2nc(C(=O)NCc3cc(F)cc(F)c3)nc2-c2cc(OC)c(OC)c(OC)c2)cc1	80	54	44	66	68	64	26	69
C=C(Br)C(=O)OC	88	104	95	101	100	106	94	104
O=C1CC(c2ccc(F)cc2)c2cnn(Cc3ccc4c(c3)OCO4)c2N1 (configuration not stated)	91	98	79	93	92	nt	90	nt
Cc1cc(O)c2c(c1)C(=O)c1cc(O)cc(O)c1C2=O	95&104	89&88	95&72	83&75	91&86	76&83	71&77	107&91
Cc1cc(=O)oc2c(C)cc(C(C)(C)C)cc12	93	92	95	92	104	96	65	108
COc1cc(/C(=C2/O[C@@H]([C@H]3COC(C)(C)O3)[C@H]3OC(C)(C)O[C@@H]23)c2ccc3c(c2)OCO3)cc(OC)c1OC	71	26	69	-6.9*	60	nt	nt	nt

Continued.
structure	TK-10	ACHN	CAKI-1	786-0	SN12C	A498	UO-31	RXF 393
COc1ccc2nc(SCC(=O)NCc3ccccc3)[nH]c2c1	107	89	85	99	85	98	65	94
O=C(CSc1nc2sc3c(c2c(=O)n1Cc1ccccc1)CCCC3)N1CCN(c2ccccc2)CC1	104	104	93	103	110	nt	77	105
c1ccc(-c2ccc(N=Nc3ccc(-c4ccccc4)cc3)cc2)cc1	111	104	97	106	101	83	96	109
O=[N+]([O-])c1ccc(NC(c2ccc(OC(F)F)c(OCC3CC3)c2)c2nnnn2C2CCCCC2)cc1 (configuration not stated)	90	50	54	83	94	82	56	86
NC(N)=N/N=C/c1ccc(F)cc1	104	109	nt	99	95	nt	93	102
CCCC[C@@H](C=O)NC(=O)[C@H](CC(C)C)NC(=O)[C@H](CC(C)C)NC(=O)OCc1ccccc1	-20*	25	4.6*	-10*	2.1*	-48*	24	-64*
Cc1cccc(Cc2cnc(NC(=O)CSc3nnc(Cc4ccccc4Nc4c(Cl)cccc4Cl)o3)s2)c1	101	49	72	39	45	78	74	nt
CCOC(=O)C1(C(=O)OCC)CCCCC1=O	102	109	97	105	103	95	85	114
CC(Cc1ccc(O)c(O)c1)(NN)C(=O)O (configuration not stated)	119	97	91	98	98	124	80	nt
COc1ccc(-n2c(/C=C3\C(=O)Nc4ccccc43)ccc2CO)cc1	105	94	85	99	104	107	74	100
CCCCOC(C)OC(CC)c1ccc2c(c1)OCO2 (configuration not stated)	108	109	104	110	109	98	97	110
N#Cc1ccc(C2C3=C(CCCC3=O)OC3=C2C(=O)c2ccccc2C3=O)cc1 (configuration not stated)	100	67	nt	95	13	109	86	102

(continued)
structure	TK-10	ACHN	CAKI-1	786-0	SN12C	A498	UO-31	RXF 393
O=C(Oc1cccc2cccnc12)c1ccc(Cl)cc1	113	108	95	106	98	nt	82	113
O=C(Nc1ccc(N2CCCCC2)c(Cl)c1)c1ccc(Br)o1	102	64	95	98	81	102	51	108
CCNCCOc1ccc(/C(=C(/CC)c2ccc(Cl)cc2)c2ccc(OCCCN(C)C)cc2)cc1	-90*	-98*	-75*	-86*	-86*	-86*	-96*	-92*
CN1CCN(c2ccc3nc(-c4ccc(OCCCCN5CCN(CCCCN6C(=O)c7cccc8cccc(c78)C6=O)CC5)cc4)[nH]c3c2)CC1	88	89	33	53	74	119	17	16
CC(=O)O[C@H]1CC[C@]2(C)[C@H]3CC=C4[C@@H]5[C@H](C)[C@@H](C)CC[C@]5(C(=O)NCCNCCNCCN)CC[C@@]4(C)[C@]3(C)CC[C@H]2C1(C)C	101	92	56	84	78	95	63	83
Cn1c(N2CCCCC2)nc(N)c(C=O)c1=O	98	98	97	94	98	106	78	98
Cc1ccc2cnc3sc(-c4ccccc4)nc3c2n1	149	99	94	103	88	86	87	97
COC(=O)c1ccc(C2SCC(=O)N2NC(=O)C(O)(c2ccccc2)c2ccccc2)cc1 (configuration not stated)	109	102	108	104	94	51	nt	nt
CC1Cc2c(NCc3ccccc3)ncnc2N(C)c2ccc(Cl)cc21 (configuration not stated)	78	75	61	76	67	61	65	34
CCCCCCCCCCCC(=O)NCCC[N+](C)(C)CC(=O)[O-]	77	109	96	94	103	91	98	77
Nc1nnc(-c2cc(=O)oc3ccc4ccccc4c23)o1	114	97	86	100	99	108	71	105
C[C@@H](O)[C@H]1C(=O)N2C(C(=O)O)=C(SCCN=CN)C[C@H]12	-0.5*	-31*	-28*	8.8*	2.3*	-36*	-50*	1.5*

(cont.)
structure	TK-10	ACHN	CAKI-1	786-0	SN12C	A498	UO-31	RXF 393
S=C(Nc1ccc(Br)cc1)Nc1ccc(Br)cc1	52	40	56	64	68	41	61	99
COc1ccc2nc(-c3ccc(Cl)cc3)cc(-c3nnc(SC/C(=N\O)c4ccccc4)n3-c3ccccc3)c2c1	111	90	nt	88	96	96	78	67
O=S(=O)(NCCCNc1cc(-c2cn(-c3ccccc3)nc2-c2ccccc2)ccn1)c1ccc(Cl)cc1	80	88	65	62	80	78	46	62
CN1C[C@H](C2CCCCC2)C(C(=O)C2CCCCC2)[C@]12C(=O)NC1CCCCC12 (some centres not stated)	101[20 µM]	83[20 µM]	nt	91[20 µM]	96[20 µM]	95[20 µM]	75[20 µM]	101[20 µM]
Cn1cc(-c2nn3cc(-c4nccs4)nc3s2)c2cc(F)ccc21	156	106	86	98	104	92	95	108
Cc1ncc(C(=O)Nc2ccc(CN3CCN(C)CC3)c(C(F)(F)F)c2)cc1C#Cc1cncc2ncccc12	83	27	50	-86*	51	-4.1*	1.4*	37
CC(=O)OCc1cc2c(cc1[N+](=O)[O-])OCO2	100	111	103	95	91	92	92	nt
CC12CCC3(CC1CCC1OC12)OCCO3 (configuration not stated)	115	104	111	112	96	nt	78	110
COc1ccc2c(c1)CCc1c-2n[nH]c1-c1[nH]nc2c1CCc1cc(OC)ccc1-2	109	58	53	65	92	109	nt	54
COc1c(F)ccc(C(=O)Nc2ccc3nc(NC(=O)C4CCCN(S(=O)(=O)c5cccc(Br)c5)C4)sc3c2)c1F (configuration not stated)	118	83	76	70	88	112	79	-3.3*
O=C(Nc1nc2cnc(N3CCOCC3)cc2s1)c1ccccc1	108	105	101	94	99	92	95	104
O=C(CNC(=O)c1cccc2ccccc12)Nc1ccccc1Oc1ccc(O)cc1	44[5 µM]	44[5 µM]	nt	29[5 µM]	55[5 µM]	18[5 µM]	45[5 µM]	-2.9*[5 µM]

The last 2 compounds of the section above are carried over, then new ones follow:
structure	TK-10	ACHN	CAKI-1	786-0	SN12C	A498	UO-31	RXF 393
O=C(Nc1nc2cnc(N3CCOCC3)cc2s1)c1ccccc1	108	105	101	94	99	92	95	104
O=C(CNC(=O)c1cccc2ccccc12)Nc1ccccc1Oc1ccc(O)cc1	44[5 µM]	44[5 µM]	nt	29[5 µM]	55[5 µM]	18[5 µM]	45[5 µM]	-2.9*[5 µM]
COc1ccc(C2C=C(c3ccc(OC)c(OC)c3)N=C3SC=CN32)c(Br)c1 (configuration not stated)	106	77	71	92	75	74	68	99
C[N+](C)(C)CCCC#CC[N+]1(C)CCc2ccccc2C1 (configuration not stated)	91	109	95	99	96	105	92	98
CSc1ccc(C(=O)Nc2ccc3nnn(/C(C#N)=C/c4ccccn4)c3c2)cc1	-74*	-93*	5.0*	-90*	-4.4*	59	-100*	-96*
CC1OC(O[C@@H]2[C@H](O)C(CO)OC(O[C@H]3COC(O[C@H]4CC[C@]5(C)[C@H]6CC[C@]78OC[C@@]9(CCC(C)(C)C[C@H]97)[C@H](O)C[C@@]8(C)[C@]6(C)CC[C@H]5C4(C)C)[C@@H](OC4OC(CO)[C@@H](O)[C@@H](O)[C@@H]4O)[C@@H]3O)[C@H]2OC2OC[C@@H](O)[C@@H](O)[C@@H]2O)[C@@H](O)[C@@H](O)[C@H]1O (some centres not stated)	-94*	-93*	-96*	-81*	nt	-87*	-91*	-92*
O=C(O)Cc1csc2ccccc12	120	109	95	100	nt	91	87	103
c1ccc(-c2cn3c(ccc4ccccc43)n2)cc1	90	80	39	82	61	nt	49	86
Nc1cc2c(cc1Cl)-c1ccc(Cl)cc1C2	102	99	73	91	71	115	20	98
Clc1nc2ccccc2nc1-c1nnc(-c2ccccc2)o1	129	87	83	101	98	110	102	117
O=C(Nc1ccc(-c2nc3cc4ccccc4cc3[nH]2)cc1)c1cccc(Br)c1	52	35	18	18	45	69	13	29
CC1=C(O)C(=O)CC1	111	111	91	105	97	84	94	102

Gathered by group: the compounds so far containing a nitro group on carbon
structure	TK-10	ACHN	CAKI-1	786-0	SN12C	A498	UO-31	RXF 393
O=[N+]([O-])c1ccc(NC(c2ccc(OC(F)F)c(OCC3CC3)c2)c2nnnn2C2CCCCC2)cc1 (configuration not stated)	90	50	54	83	94	82	56	86
CC(=O)OCc1cc2c(cc1[N+](=O)[O-])OCO2	100	111	103	95	91	92	92	nt
